High-throughput results deposited in PubChem BioAssay by several laboratories.
KOR beta-arrestin-1: KOR antagonists, beta-arrestin recruitment, cell-based, luminescence, uHTS (AID 1778). Kappa-type opioid receptor (Homo sapiens). KOR beta-arrestin recruitment, luminescence, antagonist mode; higher % means a stronger effect. inhibition, % at 10 µM; hits with a dose series show IC50 in µM. 290,000 tested, 0.091% active; in the data active = inhibition above about 50%; note: strong numbers were not always called active
GPR55 antagonists: GPR55 antagonists blocking LPI-driven arrestin recruitment, primary screen, imaging, U2OS, beta-arrestin-GFP, LPI agonist (AID 2013) | 290,000 tested, 0.13% active | U2OS GPR55 beta-arrestin-GFP translocation imaging, LPI antagonism; higher % means a stronger effect | one-dose inhibition, % at 10 µM; IC50 in µM for titrated hits;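 active = spots per cell inhibited over 60%, with over 100 cells counted and total cytoplasm intensity under 500,000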;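 note: U2OS cells stably carrying GPR55 and arrestin-GFP stimulated by 5 µM LPI near EC80; imaged beta-arrestin-GFP aggregate spots per cell after agonist stimulation; plate controls were LPI-stimulated DMSO wells for no effect and DMSO wells without LPI for full effect; some results filed as inactive read as strong as hits; confirmed hits need IC50 under 10 µM and bright autofluorescent wells are also inconclusive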
West Nile virus CPE: West Nile virus antiviral activity, cell-based, CPE readout (AID 1621) | CPE inhibition, % at 10 µM; hits with a dose series show IC50 in µM | West Nile virus-infected cells, CPE inhibition; higher % means a stronger effect | 290,000 tested, 0.02% active; in the data active = a potency from the dose series; note: strong numbers were not always called active
KOR beta-arrestin-2: KOR agonists, beta-arrestin recruitment, primary screen, cell-based, luminescence, uHTS (AID 1777). Kappa-type opioid receptor (Homo sapiens). KOR beta-arrestin recruitment, luminescence; higher % means a stronger effect. one-dose activation, % at 10 µM; EC50 in µM for titrated hits. 280,000 tested, 0.02% active; in the data active = activation above about 50%, passing the limit was not always enough; note: a part of the inactive calls stands beside numbers as strong as those of hits
NOD1 NF-kB reporter: NOD1 signaling inhibitors, primary screen, cell-based, luminescence, uHTS (AID 1578); 290,000 tested, 1% active; one-dose inhibition, % at 4 µM; EC50 in µM for titrated hits; NOD1-driven NF-kB luciferase reporter cells, luminescence; higher % means a stronger effect; in the data active = inhibition mostly above about 36%, no sharp cut-off; inactive = mostly below about 34%;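 note: HEK-293T reporter cells stimulated with the NOD1 agonist gamma-tri-DAP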
GPR55 activation: GPR55 agonists via beta-arrestin recruitment, primary screen, imaging, U2OS cells, beta-arrestin-GFP redistribution (AID 1961); G-protein coupled receptor 55 (Homo sapiens); U2OS GPR55 beta-arrestin-GFP redistribution imaging; higher % means a stronger effect; activation, % at 10 µM, or EC50 in µM where a hit was titrated; 290,000 tested, 0.048% active;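 active = activation above 40% with more than 50 cells counted in the well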;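 note: U2OS osteosarcoma cells stably expressing GPR55 and beta-arrestin-GFP; plate controls were DMSO negative control for no effect and LPI positive control for full effect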
GPR35 antagonists: GPR35 antagonists blocking zaprinast-driven arrestin recruitment, primary screen, imaging, U2OS, beta-arrestin-GFP, zaprinast agonist (AID 2058). inhibition, % at 10 µM, or IC50 in µM where a hit was titrated. G-protein coupled receptor 35 (Homo sapiens). 290,000 tested, 0.052% active. U2OS GPR35 beta-arrestin-GFP translocation imaging, zaprinast antagonism; higher % means a stronger effect;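 active = inhibition of at least 50% with at least 30 cells and total cytoplasm GFP at most 10,000,000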
NS5 inhibitors: Dengue-2 NS5 methyltransferase inhibitors, primary screen, biochemical, confirmation dose response (AID 588689). Genome polyprotein (Dengue virus type 2 (strain 16681-PDK53)). one-dose inhibition, % at 25 µM; IC50 in µM for titrated hits. Dengue-2 NS5 methyltransferase capping enzyme assay, biochemical; higher % means a stronger effect. 340,000 tested, 0.3% active; in the data active = a potency from the dose series
HIV fusion peptide: inhibitors of HIV fusion peptide binding, primary screen, biochemical, uHTS, fluorescence dequenching (AID 1986); cell-free peptide binding, fluorescence dequenching, 30 min; higher % means a stronger effect; inhibition, % at 20 µM; hits with a dose series show IC50 in µM; 290,000 tested, 0.3% active; in the data active = inhibition mostly above about 52%, no sharp cut-off; inactive = mostly below about 76%; note: some results filed as inactive read as strong as hits
* hit, by the source's call; [ ] = dose if it differs, or a comment. The list is partial; count on the stated rates, not on these rows.

Start of the data: the first 2 entries, to show the layout:
How did COc1cccc(CNC(=O)CSc2ccc(-c3ccco3)nn2)c1 do in these assays?
KOR beta-arrestin-1: -10%; GPR55 antagonists: 9%; West Nile virus CPE: -0.5%; KOR beta-arrestin-2: 4.8%; NOD1 NF-kB reporter: -24%; GPR55 activation: 0.7%; GPR35 antagonists: 6%; NS5 inhibitors: 2%; HIV fusion peptide: 15%

What do the screens show for `Cc1cc2oc(=O)cc(C)c2cc1NC(=O)CCC(=O)O`?
KOR beta-arrestin-1: -21%; GPR55 antagonists: 12%; West Nile virus CPE: 0.2%; KOR beta-arrestin-2: 4.4%; NOD1 NF-kB reporter: -11%; GPR55 activation: -0.1%; GPR35 antagonists: 11%; NS5 inhibitors: -1%; HIV fusion peptide: 0.7%

The list itself (from the top)
How did COc1cccc(CNC(=O)CSc2ccc(-c3ccco3)nn2)c1 do in these assays?
KOR beta-arrestin-1: -10%; GPR55 antagonists: 9%; West Nile virus CPE: -0.5%; KOR beta-arrestin-2: 4.8%; NOD1 NF-kB reporter: -24%; GPR55 activation: 0.7%; GPR35 antagonists: 6%; NS5 inhibitors: 2%; HIV fusion peptide: 15%

What do the screens show for `Cc1cc2oc(=O)cc(C)c2cc1NC(=O)CCC(=O)O`?
KOR beta-arrestin-1: -21%; GPR55 antagonists: 12%; West Nile virus CPE: 0.2%; KOR beta-arrestin-2: 4.4%; NOD1 NF-kB reporter: -11%; GPR55 activation: -0.1%; GPR35 antagonists: 11%; NS5 inhibitors: -1%; HIV fusion peptide: 0.7%

What do the screens show for `Cc1cc2sc(NC(=O)c3ccco3)nc2cc1Cl`?
KOR beta-arrestin-1: -6%; GPR55 antagonists: -1%; West Nile virus CPE: -0.9%; KOR beta-arrestin-2: -1.6%; NOD1 NF-kB reporter: -126%; GPR55 activation: -0.2%; GPR35 antagonists: -2%; NS5 inhibitors: -3%; HIV fusion peptide: 0.3%

What do the screens show for `Cc1ccc(OCC(=O)NNC(=O)c2ccco2)c(C)c1`?
KOR beta-arrestin-1: 0%; GPR55 antagonists: 4%; West Nile virus CPE: 0.0%; KOR beta-arrestin-2: -2.8%; NOD1 NF-kB reporter: -17%; GPR55 activation: 0.0%; GPR35 antagonists: 0%; NS5 inhibitors: -5%; HIV fusion peptide: -1.2%

Results for NC(=O)C1CCCN(Cc2c(C(=O)N3CCc4ccccc4C3)nc3ccc(Cl)cn23)C1 (centres undefined) ?
KOR beta-arrestin-1: 4%; GPR55 antagonists: -4%; West Nile virus CPE: -0.7%; KOR beta-arrestin-2: 7.0%; NOD1 NF-kB reporter: -22%; GPR55 activation: -0.1%; GPR35 antagonists: 8%; NS5 inhibitors: -7%; HIV fusion peptide: -1.5%

How did Cc1ccc(S(=O)(=O)c2nc(S(C)(=O)=O)sc2N2CCN(C)CC2)cc1 do in these assays?
KOR beta-arrestin-1: 1%; GPR55 antagonists: 2%; West Nile virus CPE: 2.3%; KOR beta-arrestin-2: -3.6%; NOD1 NF-kB reporter: -10%; GPR55 activation: -0.1%; GPR35 antagonists: 7%; NS5 inhibitors: -7%; HIV fusion peptide: 0.0%

How did COc1ccc(/C=C(\NC(=O)c2ccc(OC)c(OC)c2)C(=O)N2CCN(C)CC2)cc1 do in these assays?
KOR beta-arrestin-1: 18%; GPR55 antagonists: 10%; West Nile virus CPE: -0.7%; KOR beta-arrestin-2: -1.5%; NOD1 NF-kB reporter: -4%; GPR55 activation: -0.2%; GPR35 antagonists: 11%; NS5 inhibitors: 2%; HIV fusion peptide: -1.3%

Results for CCn1c(CNC(=O)COC)nc2ccccc21 ?
KOR beta-arrestin-1: 21%; GPR55 antagonists: 16%; West Nile virus CPE: -0.1%; KOR beta-arrestin-2: -4.3%; NOD1 NF-kB reporter: -21%; GPR55 activation: 0.6%; GPR35 antagonists: -5%; NS5 inhibitors: 1%; HIV fusion peptide: -1.4%

Results for NS(=O)(=O)c1ccc(-c2cccc(/C=C3\SC(=O)NC3=O)c2)cc1 ?
KOR beta-arrestin-1: -28%[20 µM]; GPR55 antagonists: 9%; West Nile virus CPE: -0.3%; KOR beta-arrestin-2: -2.4%; NOD1 NF-kB reporter: -4%; GPR55 activation: 0.2%; GPR35 antagonists: -3%; NS5 inhibitors: 10%; HIV fusion peptide: 34%

How did CCCN(CCC)c1nc(C)cc(C(C#N)c2nc3ccccc3o2)n1 (centres undefined) do in these assays?
KOR beta-arrestin-1: 26%; GPR55 antagonists: 5%; KOR beta-arrestin-2: -2.1%; NOD1 NF-kB reporter: -22%; GPR55 activation: -0.2%; GPR35 antagonists: -9%; HIV fusion peptide: 0.8%

How did COCCNC(=O)COC(=O)C1=Cc2ccccc2OC1 do in these assays?
KOR beta-arrestin-1: -3%; GPR55 antagonists: 11%; West Nile virus CPE: -0.5%; KOR beta-arrestin-2: -3.4%; NOD1 NF-kB reporter: -28%; GPR55 activation: 0.5%; GPR35 antagonists: 5%; NS5 inhibitors: 4%; HIV fusion peptide: -1.3%

What do the screens show for `CCc1nnc(NS(=O)(=O)c2ccccc2)s1`?
KOR beta-arrestin-1: -12%[20 µM]; GPR55 antagonists: 17%; West Nile virus CPE: 1.2%; KOR beta-arrestin-2: -4.6%; NOD1 NF-kB reporter: -5%; GPR55 activation: 0.3%; GPR35 antagonists: 3%; NS5 inhibitors: -6%; HIV fusion peptide: -1.1%

Results for COc1ccc(CCNS(=O)(=O)c2ccc3c(c2)NC(=O)CO3)cc1OC ?
KOR beta-arrestin-1: -7%; GPR55 antagonists: 10%; West Nile virus CPE: -0.1%; KOR beta-arrestin-2: -0.3%; NOD1 NF-kB reporter: -25%; GPR55 activation: 0.0%; GPR35 antagonists: 1%; NS5 inhibitors: -1%; HIV fusion peptide: 0.9%

What do the screens show for `O=C(CSc1nnc(NC(=O)c2c(F)cccc2F)s1)NCc1ccccc1`?
KOR beta-arrestin-1: -1%; GPR55 antagonists: 15%; West Nile virus CPE: 0.3%; KOR beta-arrestin-2: -4.2%; NOD1 NF-kB reporter: -11%; GPR55 activation: -0.4%; GPR35 antagonists: 16%; NS5 inhibitors: -1%; HIV fusion peptide: 1.1%

Results for N#Cc1c(NC(=O)CCCC(=O)O)sc2c1CCCCC2 ?
KOR beta-arrestin-1: -38%; GPR55 antagonists: -1%; West Nile virus CPE: -0.1%; KOR beta-arrestin-2: 4.8%; NOD1 NF-kB reporter: 55%; GPR55 activation: 0.6%; GPR35 antagonists: 9%; NS5 inhibitors: 2%; HIV fusion peptide: 0.3%

Results for Cc1c(Cl)c(C(=O)NC2CCCC2)nn1C ?
KOR beta-arrestin-1: -29%; GPR55 antagonists: 4%; West Nile virus CPE: 0.6%; KOR beta-arrestin-2: 5.8%; NOD1 NF-kB reporter: -23%; GPR55 activation: -0.4%; GPR35 antagonists: 5%; NS5 inhibitors: -8%; HIV fusion peptide: 1.3%

What do the screens show for `O=c1c2cn[nH]c2[nH]c(=S)n1-c1ccccc1Cl`?
KOR beta-arrestin-1: 11%; GPR55 antagonists: 9%; West Nile virus CPE: -0.1%; KOR beta-arrestin-2: -1.7%; NOD1 NF-kB reporter: -18%; GPR55 activation: -0.7%; GPR35 antagonists: 4%; NS5 inhibitors: -12%; HIV fusion peptide: -0.2%

How did CS(=O)(=O)N1CCN(c2nc3ccc(Cl)cc3s2)CC1 do in these assays?
KOR beta-arrestin-1: 15%; GPR55 antagonists: 8%; West Nile virus CPE: -0.2%; KOR beta-arrestin-2: 0.5%; NOD1 NF-kB reporter: -7%; GPR55 activation: 0.3%; GPR35 antagonists: 1%; NS5 inhibitors: 1%; HIV fusion peptide: -0.6%

How did CC(C)(C)NS(=O)(=O)c1ccc(C(=O)Nc2ccc3c(c2)OCO3)cc1 do in these assays?
KOR beta-arrestin-1: 17%; GPR55 antagonists: 15%; West Nile virus CPE: 0.4%; KOR beta-arrestin-2: 0.2%; NOD1 NF-kB reporter: 4%; GPR55 activation: -0.2%; GPR35 antagonists: 10%; NS5 inhibitors: 5%; HIV fusion peptide: 0.3%

What do the screens show for `Cc1cccc(OCC(=O)N/N=C\c2cc3c(cc2[N+](=O)[O-])OCO3)c1C`?
KOR beta-arrestin-1: -11%; GPR55 antagonists: -5%; West Nile virus CPE: -0.7%; KOR beta-arrestin-2: -2.5%; NOD1 NF-kB reporter: -22%; GPR55 activation: -0.1%; GPR35 antagonists: 10%; NS5 inhibitors: 3%; HIV fusion peptide: 1.4%

How did CCOC(=O)c1sc2nc(-c3ccco3)c3c(c2c1N)CC(C)(C)OC3 do in these assays?
KOR beta-arrestin-1: -24%; GPR55 antagonists: 4%; West Nile virus CPE: 0.5%; KOR beta-arrestin-2: 4.1%; NOD1 NF-kB reporter: 8%; GPR55 activation: -0.1%; GPR35 antagonists: -6%; NS5 inhibitors: -2%; HIV fusion peptide: -2.1%

How did CSCCC(NC(=O)/C(=C/c1ccc(F)cc1)NC(C)=O)C(=O)O (centres undefined) do in these assays?
KOR beta-arrestin-1: 10%; GPR55 antagonists: -3%; West Nile virus CPE: 1.0%; KOR beta-arrestin-2: -5.0%; NOD1 NF-kB reporter: -35%; GPR55 activation: -0.2%; GPR35 antagonists: -4%; NS5 inhibitors: -1%; HIV fusion peptide: -0.9%

Results for O=c1c2ccccc2[nH]c(=S)n1Cc1ccc2c(c1)OCO2 ?
KOR beta-arrestin-1: -33%; GPR55 antagonists: 0%; West Nile virus CPE: -0.3%; KOR beta-arrestin-2: 15%; NOD1 NF-kB reporter: 8%; GPR55 activation: 0.2%; GPR35 antagonists: -5%; NS5 inhibitors: 2%; HIV fusion peptide: 1.1%

How did CCOc1ccc(/C=N/NC(=O)C(O)c2ccccc2)c(O)c1 (centres undefined) do in these assays?
KOR beta-arrestin-1: -21%; GPR55 antagonists: 9%; West Nile virus CPE: -0.2%; KOR beta-arrestin-2: -5.0%; GPR55 activation: -0.2%; GPR35 antagonists: -10%; NS5 inhibitors: -5%; HIV fusion peptide: 1.2%

Results for Cc1ccc(-c2nn3c(C)nnc3s2)cc1NC(=O)c1ccco1 ?
KOR beta-arrestin-1: 5%; GPR55 antagonists: 9%; KOR beta-arrestin-2: 0.3%; NOD1 NF-kB reporter: -4%; GPR55 activation: -0.1%; GPR35 antagonists: 1%; NS5 inhibitors: 1%; HIV fusion peptide: -0.3%
